APOBEC3G inh = APOBEC3G (human) deaminase inhibition | actives 0.28% (n = 330,000) | Q9HC16 | inhibition, % at 20 µM | recombinant A3G, ssDNA deamination FAM/TAMRA fluorescence;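 active means inhibition of at least 40% at 20 µM, with no more than 30% in the related APOBEC3A deaminase screen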;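 further: plate controls were DMSO wells with A3G for no effect and wells lacking A3G enzyme for full effect; some compounds called inactive have numbers as strong as hits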
Target sequence (Q9HC16 whole entry, looked up): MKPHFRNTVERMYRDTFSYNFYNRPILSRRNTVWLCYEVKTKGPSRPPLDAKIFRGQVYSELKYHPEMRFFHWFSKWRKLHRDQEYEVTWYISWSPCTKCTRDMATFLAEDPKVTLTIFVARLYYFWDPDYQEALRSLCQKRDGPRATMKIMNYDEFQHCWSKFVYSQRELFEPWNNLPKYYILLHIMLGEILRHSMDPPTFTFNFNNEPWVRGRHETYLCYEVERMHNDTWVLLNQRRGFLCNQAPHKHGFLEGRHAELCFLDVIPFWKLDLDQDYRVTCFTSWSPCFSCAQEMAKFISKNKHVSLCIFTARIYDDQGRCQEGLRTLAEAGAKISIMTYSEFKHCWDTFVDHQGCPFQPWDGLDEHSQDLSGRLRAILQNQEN
APOBEC3A inh = inhibitors of human APOBEC3A DNA deaminase; actives 0.41% (n = 330,000); inhibition, % at 20 µM; recombinant A3A, FAM/TAMRA ssDNA deamination fluorescence; P31941;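 active means at least 40% inhibition at 20 µM here, with at most 30% in a related deaminase screen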;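 further: plate controls were A3A with DMSO for no effect and wells lacking A3A enzyme for full effect; some results filed as inactive read as strong as hits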
Target sequence (P31941 whole entry, looked up): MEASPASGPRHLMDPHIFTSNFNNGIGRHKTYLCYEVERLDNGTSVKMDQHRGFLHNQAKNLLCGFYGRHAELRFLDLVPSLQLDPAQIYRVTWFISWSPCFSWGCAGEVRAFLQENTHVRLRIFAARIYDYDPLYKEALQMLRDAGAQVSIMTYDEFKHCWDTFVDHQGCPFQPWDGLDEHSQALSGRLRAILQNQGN
MPTP inh = permeability transition pore inhibition; isolated mouse mitochondria, Ca2+ swelling absorbance, 30 min; inhibition, % at 10 µM; actives 1.4% (n = 360,000); AID 602449;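 active means inhibition of 50% or more, scaled per plate between neutral and stimulator controls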;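 further: 0% = DMSO wells given calcium and 100% = 1 mM EGTA wells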
EBI2 antag = blocks human EBI2 receptor beta-arrestin signaling; EBI2 beta-arrestin recruitment, luminescence, 7a,25-OHC stimulated; inhibition, % at 5 µM; actives 0.81% (n = 360,000); in the data active means inhibition above about 38%;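 further: enzyme fragment complementation signal reports receptor beta-arrestin coupling in cells; 0% = agonist plus DMSO wells and 100% = wells without agonist; some results beyond the cut were filed as inactive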
Target sequence (P32249 whole entry, looked up, the tested form may be a part): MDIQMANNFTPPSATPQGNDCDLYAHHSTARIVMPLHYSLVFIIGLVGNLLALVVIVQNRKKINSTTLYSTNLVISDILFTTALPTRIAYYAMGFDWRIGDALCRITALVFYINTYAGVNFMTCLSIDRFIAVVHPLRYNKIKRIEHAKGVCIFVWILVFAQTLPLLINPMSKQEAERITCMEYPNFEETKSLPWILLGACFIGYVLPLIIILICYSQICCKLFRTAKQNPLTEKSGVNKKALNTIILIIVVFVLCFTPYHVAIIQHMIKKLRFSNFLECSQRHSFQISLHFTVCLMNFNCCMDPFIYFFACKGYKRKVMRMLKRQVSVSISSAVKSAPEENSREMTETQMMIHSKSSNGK
CCR6 antagonist = blocks CCL20-driven beta-arrestin recruitment at human CCR6. actives 0.49% (n = 340,000). CHO-K1 CCR6 PathHunter beta-arrestin, luminescence, CCL20-stimulated. inhibition, % at 20 µM. P51684;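 active means compounds whose inhibition of the agonist-driven luminescence signal at 20 µM reaches about 50%, limit read from the data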;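 further: cells stimulated with CCL20 at 14 nM final; plate controls were DMSO with CCL20 for no effect and DMSO without agonist for full effect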
CXCR6 inh = blocks human CXCR6 beta-arrestin recruitment; CHO-K1 PathHunter CXCR6 beta-arrestin, luminescence; inhibition, % at 20 µM; actives 0.36% (n = 360,000); in the data active means inhibition above about 34%, passing the limit was not always enough;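 further: antagonist mode with CXCL16 agonist at 10 nM final; 0% = 10 nM CXCL16 with DMSO and 100% = unstimulated wells without agonist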
NR3A LBD binder = modulates the human NR3A ligand-binding domain; NR3A LBD differential scanning fluorimetry, Tm shift; 0% = protein alone, 100% = glycine-bound protein; Tm shift relative to glycine control, % at 25 µM; actives 2.5% (n = 340,000); AID 1259313;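 active means melting temperature shift of at least 10% of the positive control shift, at one fixed dose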
Gli-Sufu block = Gli-Sufu pathway antagonism; Sufu-KO-LIGHT fibroblasts, Gli luciferase reporter luminescence; inhibition, % at 5 µM; actives 0.74% (n = 340,000); AID 588413;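 active means inhibition above about 55%, limit read from the data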;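 further: 0% = DMSO-treated cells and 100% = wells with medium but no cells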
Starred values were filed as active, the others as inactive; / = not tested or not shown; & = joins results of further samples.

SMILES	APOBEC3G inh	APOBEC3A inh	MPTP inh	EBI2 antag	CCR6 antagonist	CXCR6 inh	NR3A LBD binder	Gli-Sufu block
COc1cccc(CN2CCNC(=O)C2CC(=O)O)c1OC (centres undefined)	-3	-2	-1.0	-9	-7	1	2	17
Cn1nc([N+](=O)[O-])c2c(-c3nc4ccccc4s3)c(N)n(C3CCCCC3)c2c1=O	-6	2	72*	-1	-6	8	-3	13
COc1ccc(-c2cc(C(=O)N3CCCCCC3)c3ccccc3n2)c(OC)c1	-4	12	-1.9	4	12	2	2	13
OCCC1CN(C2CCN(c3ccccc3)CC2)CCN1Cc1ccc(F)c(F)c1 (centres undefined)	-3	-3	0.3	-8	-4	-6	-1	0
Cc1ccc2c(CC(=O)NNC(=O)c3ccncc3)coc2c1	-1	4	-1.5	-1	-2	-19	-2	-4
Cc1nc2cc(-c3ccccc3)nn2c(C)c1CCC(=O)NC(C)c1ccc2c(c1)OCCO2 (centres undefined)	-9	-2	-0.6	6	8	-2	0	17
CCCC(C)c1nnc(NC(=O)C(=O)OCC)s1 (centres undefined)	-4	4	-1.3	-13	9	0	5	3
COc1ccc(S(=O)(=O)NCc2ccccn2)cc1Cl	-4	-2	-2.3	-2	14	-6	-1	48
Cc1cc(C(=O)NNC(=O)Nc2ccccc2)no1	0	1	0.8	-13	-5	-9	0	3
O=C(Nc1ccccc1)c1ccc(S(=O)(=O)NCc2cccnc2)cc1	-5	0	-1.8	7	0	4	1	-15
CC1CCCN(C(=S)NCc2ccccc2)C1 (centres undefined)	-5	-4	1.9	3	-5	8	1	0
Cc1ccccc1NS(=O)(=O)c1ccc(C(=O)NCCCN2CCOCC2)cc1	-6	-5	-0.2	-4	10	10	0	0
CN(C)C(=O)CSc1n[nH]c(=O)[nH]c1=O	-8	-3	-2.5	-10	12	0	0	-1
COc1cc(SC)ccc1C(=O)NC1CCCCC1	-2	1	0.6	2	17	1	-2	-19
O=C(NCCc1ccccc1O)c1cc2c(cc1[N+](=O)[O-])OCO2	/	/	0.3	-1	3	-4	2	10
O=C(Nc1ccc(O)c(C(=O)O)c1)c1cccc(NC(=O)c2ccco2)c1	-3	-1	0.7	2	-15	3	-7	-2
O=C(O)c1ccc2noc(-c3ccccc3)c2c1	2	6	1.0	-5	-2	-1	-3	-1
O=C(CCN1C(=O)C2C3C=CC(C3)C2C1=O)Nc1ccc2ncccc2c1 (centres undefined)	-7	-2	-2.1	-17	-19	-9	2	12
O=C(CC12CC3CC(CC(C3)C1)C2)NC1CC1	-3	0	-0.8	13	-2	7	1	1
O=C(COC(=O)/C=C/c1ccco1)Nc1cccc([N+](=O)[O-])c1	/	/	0.9	-13	19	5	1	-9
O=C(Nc1nnc(C2CCCC2)s1)C1CCN(S(=O)(=O)c2ccc(Cl)cc2)CC1	2	17	2.7	0	10	-3	1	9
O=C(CSc1nnc(-c2ccccc2Br)o1)Nc1cccc2ccccc12	-1	2	0.9	1	4	5	-2	4
O=C(Cn1nnc2ccccc2c1=O)NCC1CCC(C(=O)O)CC1 (centres undefined)	-4	9	0.1	0	6	7	0	1
OC1CCN(CC(O)C(F)(F)F)CC1 (centres undefined)	-8	-3	-0.5	-12	6	1	-1	36
Cn1c(CSCc2ccccc2Cl)n[nH]c1=S	27	-5	-0.1	-10	-9	-11	0	1
CCN(CC(=O)Nc1c(F)cccc1F)C(=O)CCc1nc2cc(S(=O)(=O)N(C)C)ccc2n1CC	-1	-1	1.0	-8	7	6	0	-8
COc1ccc(NC(=O)c2cc3c(=O)n(C)c4ccccc4c3n2C)cc1Cl	-1	2	2.0	21	5	-6	1	28
COc1ccc(C=O)cc1OS(=O)(=O)c1ccc(NC(C)=O)cc1	-6	-2	-0.8	-4	4	2	-1	0
COc1ccc(N2CCN(c3nc4c(c(=O)[nH]c(=O)n4C)n3Cc3cccc(C)c3)CC2)cc1	0	0	-0.1	16	17	7	-3	24
CCN(C(=O)COC(=O)/C=C/c1ccccc1)C1CCCCC1	-10	1	-2.6	8	11	1	-1	-18
NC(=O)c1ccccc1NC(=O)CCN1C(=O)c2ccccc2C1=O	-8	-3	-0.8	-8	0	-1	2	1
CN(C)C(CNC(=O)c1cccc(S(=O)(=O)N(C)C)c1)c1ccccc1 (centres undefined)	-6	-2	-0.7	-5	-8	-2	2	1
Cc1cnc(NC(=O)Cc2c[nH]c3ccccc23)s1	-8	-1	-0.3	-5	5	5	-1	-22
O=C(CCC1CCCC1)Nc1nnc(-c2ccc3c(c2)OCO3)s1	-4	3	-0.1	-10	6	-6	1	-13
Cc1ccc(C)c(OCCC(=O)OCC(=O)c2c(N)n(C)c(=O)n(C)c2=O)c1	-8	1	-0.8	10	16	2	-2	6
Cc1ccc(C(=O)NNC(=S)NC(=O)c2ccc(Cl)cc2Cl)cc1	-3	-1	88*	-2	30	11	-10	3
CCc1cccc(C)c1NC(=O)c1cccc(N(C)C)c1	0	-1	-2.3	0	11	0	5	0
CC(C)(C)C(=O)O/N=C(\N)COc1cccc(Cl)c1	-8	1	1.3	-2	-2	-9	1	-29
COc1cccc(C(=O)N(Cc2ccc(N(C)C)cc2)C2CCS(=O)(=O)C2)c1 (centres undefined)	-3	-2	-0.9	3	-1	-2	-3	-10
COc1cccc(/C=N/NC(=O)C(=O)N2CCCC2)c1OC	6	-13	-1.1	7	-3	0	1	-11
Cc1cc(C)cc(OC(C)C(=O)Nc2ccc(S(=O)(=O)Nc3cc(C)nc(C)n3)cc2)c1 (centres undefined)	-1	2	0.1	-10	-1	-15	2	-5
O=C(NCC1CC1)C1(C(F)(F)F)CC(CCCO)CCCO1 (centres undefined)	-7	-2	-0.6	-3	3	17	-1	-4
Cc1c(NC(=O)c2cc3nc(-c4ccc(Br)cc4)cc(C(F)(F)F)n3n2)c(=O)n(-c2ccccc2)n1C	-1	-1	0.7	26	9	6	2	12
Cc1ccc(N=C(NO)c2cnccc2C(F)(F)F)c(C)c1	-6	-1	-1.3	4	0	3	2	-7
CCO[C@H]1OC(C(=O)Nc2ccccc2)=C[C@@H](c2coc3ccccc3c2=O)[C@@H]1CCCO	-8	1	-2.6	4	14	2	0	-2
O=C(c1ccncc1)N1CCN(c2cccc(C(F)(F)F)c2)CC1	-3	-1	22	-12	-22	-2	-1	-57
CCOC(=O)c1ccc(NC(=O)CC2SC(=NC)N(C)C2=O)cc1 (centres undefined)	-7	-3	-2.3	8	-20	6	0	37
Cc1cccc(N2CCN(C(=O)N3CCCCC3)CC2)c1C	-3	-2	0.1	-35	10	0	-1	-17
O=C(NCCCN1CCOCC1)C1(c2ccccc2)CCOCC1	0	1	0.8	-12	-2	-2	-1	3
COc1ccc(CN2CCN(c3ccccn3)CC2)c(OC)c1C	-8&-5	-2&0	0.1&1.3	7&5	6&2	7&-7	0&0	3&10
CS(=O)(=O)c1ccccc1-c1nnc(NC(=O)c2cccc(N3C(=O)CCC3=O)c2)o1	-9	-3	-0.5	-8	14	14	1	-5
COc1ccc(C(CNC(=O)c2cccc(S(=O)(=O)N3CCCCC3)c2)N2CCCC2)cc1 (centres undefined)	-2	2	-1.2	-2	15	11	1	37
CC(C)CC(CO)N1CCN(C(=O)c2ccc(Cl)cc2)CCC1=O (centres undefined)	-11	-3	1.1	-9	4	-12	-1	-4
CCS(=O)(=O)c1ccc(C(=O)NC2CC2)c(Cl)c1Cl	-6	1	-0.6	-1	-11	0	-5	-4
N#C/C(=C(/O)COC(=O)c1ccc2c(c1)OCCO2)c1nc2ccccc2[nH]1	0	2	-2.2	-1	12	11	-3	9
O=[N+]([O-])c1ccccc1CNCCCCO	-16	0	0.7	-9	3	-9	-2	-3
CCOC(=O)[C@@H]1[C@H]2COc3ccccc3[C@@H]2N2C(=O)N(c3ccc(Cl)cc3)C(=O)[C@@]12C	-4	-1	1.8	10	5	14	5	-10
COc1ccc(-c2ccc3oc(-c4ccsc4)cc3c2)cc1	-15	-7	-0.4	-16	5	-1	-1	-58
CCOC(=O)Cc1csc(NC(=O)CCCc2ccccc2)n1	19	1	0.2	-7	10	-4	0	-16
NC(=S)N/N=C/c1c(O)ccc2ccccc12	1	5	6.9	4	9	-3	3	9

The results go on.
SMILES	APOBEC3G inh	APOBEC3A inh	MPTP inh	EBI2 antag	CCR6 antagonist	CXCR6 inh	NR3A LBD binder	Gli-Sufu block
N#Cc1nc(COc2ccc(Br)cc2)oc1NCCCn1ccnc1	-6	-2	2.2	3	1	4	-4	-7
O=C(Nc1ccccc1N1CCN(C(=O)c2ccc(Cl)cc2)CC1)c1cccnc1	-5	-2	1.5	3	4	8	-4	0
NNC(=O)c1ccc(CSc2n[nH]c(=O)[nH]c2=O)cc1	-6	1	1.1	-9	-2	-8	0	-23
Cc1ccc(/C=[N+](/C)[O-])cc1	-10	-4	-1.4	-8	8	4	-1	25
O=C(Nc1ccc(OCC(=O)N2CCOCC2)cc1)Nc1cccc2ccccc12	-11	0	2.1	2	6	5	0	-2
COC(=O)c1ccccc1NC(=O)C/C(C)=N/NC(=O)CC#N	3	7	-0.1	3	6	9	-1	-6
Cc1ccc2c(c1)N(C(=O)CSc1nncn1C)C(C)(C)c1ssc(=S)c1-2	-2	-2	-0.7	-1	13	8	2	6
COc1ccccc1C(CNC(=O)CCNC(=O)c1ccccc1Cl)N1CCCC1 (centres undefined)	-7	-1	2.2	3	-5	-7	3	4
Cc1csc(Nc2ccccc2)[n+]1-c1ccccc1	-11	-10	-0.5	-6	5	3	-2	-3
Cc1ccc(Nc2nc(-c3c(C)nc4ncccn34)cs2)cc1	1	2	-1.3	24	7	-4	2	57*
Cc1nc2ncccn2c1-c1csc(NCc2ccco2)n1	-4	-1	-0.6	-10	5	5	-2	28
COc1cccc(/C=C/C(=C2/C(=O)N(c3ccccc3)N=C2C)c2ccc(Br)cc2)c1OC	-3	0	-0.7	-1	-1	5	-1	1
CCC(=O)N1CCc2cc(S(=O)(=O)N3CCN(C(=O)c4ccco4)CC3)ccc21	-1	0	-1.6	-3	-5	-2	-2	-9
Cc1cc(C)nc(NNS(=O)(=O)c2c(F)cc(F)cc2Br)n1	-8	-2	0.8	22	47	33	-1	-9
COCCn1c(=O)[nH]c2cc(C(=O)NCCN3CCN(c4ccccc4F)CC3)ccc2c1=O	-3	1	1.0	-1	-7	5	0	4
O=C(CSc1ncnc2c1cnn2-c1ccccc1Cl)N1CCN(C(=O)c2ccco2)CC1	-8	-2	4.6	10	-25	-6	0	-7
CCOC(=O)N1CCc2c(sc3c2c(=O)n(Cc2ccccc2)c(=O)n3CC(=O)NCC2CCCO2)C1 (centres undefined)	-3	-4	-0.4	-4	11	14	3	16
c1ccc(N2CCN(c3nc4ccccc4n4nnnc34)CC2)cc1	-7	-1	0.4	7	-5	5	-1	1
CN1CCN(c2ccc([N+](=O)[O-])cc2S(=O)(=O)N2CCOCC2)CC1	-4	-1	-1.2	-6	6	-7	0	2
COc1ccccc1NC(CC(=O)c1ccccc1)C(=O)OCC(=O)c1ccc(Br)cc1 (centres undefined)	-6	1	0.1	5	18	-1	1	-19

Screens as filed in PubChem BioAssay.
